Bioassay records from PubChem BioAssay.
PI5P4Ka inh – blocks human PI5P4K alpha kinase activity | max response, % | P48426 | 1.2% of 330,000 active | PI5P4Kalpha enzyme, ADP-Glo luminescence, 60 min; hits give low values | AID 652105; active means max response of -50% or lower; inconclusive means between -30% and -50%; inactive means -30% or higher; further: value at the top dose of about 77 µM; on the % scale 0 is the no-effect control and ±100 the full control effect
Target sequence (P48426 whole entry, looked up): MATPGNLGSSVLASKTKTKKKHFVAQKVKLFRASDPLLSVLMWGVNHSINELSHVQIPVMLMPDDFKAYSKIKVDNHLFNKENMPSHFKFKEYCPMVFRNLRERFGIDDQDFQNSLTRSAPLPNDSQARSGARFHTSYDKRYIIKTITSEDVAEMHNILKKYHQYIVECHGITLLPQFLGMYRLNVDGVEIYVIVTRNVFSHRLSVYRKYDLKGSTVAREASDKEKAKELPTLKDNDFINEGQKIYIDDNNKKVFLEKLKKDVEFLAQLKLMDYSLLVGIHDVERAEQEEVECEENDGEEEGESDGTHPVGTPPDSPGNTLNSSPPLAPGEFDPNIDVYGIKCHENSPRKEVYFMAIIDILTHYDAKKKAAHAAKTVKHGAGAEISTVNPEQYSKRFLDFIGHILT
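Human PI5P4Kalpha with substrate in 0.038 M HEPES pH 7.4, 0.28 mM EGTA, 0.1% CHAPS, 5% DMSO; reaction started with 5 microM ATP (final), 60 min at room temperature. ADP formed read by ADP-Glo luminescence.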
PLK1 PBD block – PLK1 (human) polo-box domain binding inhibition. Plk1 PBD binding of FITC phosphopeptide, fluorescence polarization. Potency, µM, for inactives: max response, negative = inhibition, actives largely listed as inhibitors. 2.8% of 360,000 active; further: potency means the concentration at half of the fitted maximal effect; series mostly up to about 57 µM; on the % scale 0 is the no-effect control and ±100 the full control effect; nearly all actives have a fitted effect of over 65% in size
Abeta yeast res – A-beta toxicity reversal in yeast | yeast expressing A-beta42, growth rescue, OD600, 48 h; response scale: 0% DMSO, 100% iron-clioquinol control | Potency, µM (titrated, usually from 46.1 µM), for inactives: top-dose growth rescue, usual class: activators | 0.063% of 410,000 active; further: potency means the concentration at half of the fitted maximal effect; nearly all actives have a fitted effect of over 55% in size
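Yeast growth medium received pinned compounds, then yeast cells expressing toxic A-beta were added; plates incubated at 30 C for 48 hr. Growth read as absorbance at 600 nm, normalized to DMSO and equimolar FeCl3 plus clioquinol controls.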
FUS suppressor – FUS proteinopathy suppression in yeast; S. cerevisiae FUS-expressing, growth rescue, OD600, 24 h; Potency, µM (doses to about 76.6 µM), inactives show at the highest dose growth rescue (activation), hits mostly activators; 0.24% of 390,000 active; AID 1347120;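 further: potency means the concentration at half of the fitted maximal effect; plate controls were DMSO vehicle for no effect and reference control for full effect; nearly all actives have a fitted effect of over 55% in size; some results filed as inactive show a strong effect at the top dose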
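Compound concentration series was pinned onto galactose-induced FUS-expressing yeast seeded at OD 0.005. Plates sat 24hr at 30C; absorbance at 600 nm gave growth. DMSO served as background control.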
EPAC1 antag – blocks human EPAC1 exchange factor. 0.14% of 360,000 active. O95398. EPAC1 GEF assay, Rap1b-BODIPY-GDP exchange fluorescence. Potency, µM (series often up to 115 µM), without a hit: top-dose activity change, negative = inhibition, usual class: inhibitors;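 further: potency means the concentration at half of the fitted maximal effect; plate controls were vehicle for no effect and positive control for full effect; nearly all actives have a fitted effect of over 50% in size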
EPAC1 agonist – EPAC1 (human) agonism; 0.073% of 360,000 active; O95398; Potency, µM (top dose mostly 154 µM), for inactives: top-dose activation, usual class: activators; AID 720707; EPAC1 agonist qHTS, biochemical assay; response scale: 100% = response to 6.5 mM cAMP; further: potency means the concentration at half of the fitted maximal effect; nearly all actives have a fitted effect of over 60% in size
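EPAC1 100 nM, Rap1B–BODIPY-GDP 250 nM, unlabeled GDP 50 uM; compound titration; 5 min RT; kinetic read ex480/em540 at 5-min intervals ×30 min; data normalized to 6.5 mM cAMP agonist control.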
WRN inhibitor – inhibitors of human WRN helicase | Q14191 | WRN helicase unwinding, fluorescent forked duplex, kinetic | Potency, µM (doses to about 114 µM), for inactives: at the highest dose activity change, negative = inhibition, usual class: inhibitors | 0.46% of 360,000 active | AID 651768; further: potency means the concentration at half of the fitted maximal effect; on the % scale 0 is the no-effect control and ±100 the full control effect; nearly all actives have a fitted effect of over 55% in size
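Enzyme (20 nM final) and test compound sit together 15 min at room temperature before substrate addition. Substrate is a single-forked duplex oligonucleotide (100 nM) labelled with fluorophore and quencher, with 2 mM ATP; helicase unwinding raises red fluorescence, read kinetically.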
IL-2 act – activates IL-2 in a cell-based reporter assay; IL-2 activation reporter assay, cell-based qHTS; stimulated with anti-CD3/CD4/CD28 beads; in transgenic mouse T cells; activation, % (series mostly up to about 46 µM); 0.065% of 360,000 active; AID 652025; in the data active means activation above about 50%; inconclusive means mostly about 30% to 49%; further: 0% is about no effect
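First, unstimulated transgenic mouse T cells were exposed to compound for 60 min. Next, anti-CD3/anti-CD4-coated beads with anti-CD28 were added. Finally, after 18 h at 37 degrees C, EGFP and DsRed were imaged.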
Starred values were filed as active, the others as inactive; ? = inconclusive; nt = not tested or not shown; [ ] = remark or other dose. Unless noted, the call rests on the fitted dose curve; in most records, active means well fitted curve in the direction sought with a large enough effect; inconclusive means small, poorly fitted or top-dose-only effect, or another doubt; inactive means no such curve, though single readings can be large; an effect the other way counts as inactive or inconclusive.

Below each SMILES: PI5P4Ka inh | IL-2 act | WRN inhibitor | EPAC1 agonist | Abeta yeast res | EPAC1 antag | FUS suppressor | PLK1 PBD block
1. COc1ccccc1[C@H]1C(c2cccc(C)c2)=NN(c2ccccc2)[C@@H]1CO
  25 | -0.4 | -8% | -4% | -9% | -12% | ? | -17%
2. Cc1c(-c2ccc(Br)cc2)nc2ccccn12
  -5 | 1.1 | -5% | 1% | 1% | 8% | 31% | -13%
3. CCC(C)Sc1nc2c(cnn2-c2ccc(C)cc2)c(=O)[nH]1 (stereo not given)
  1 | -2.4 | 5% | 1% | 19% | -13% | -7% | -3%
4. Cn1c(N)c(C(=O)COC(=O)C2CCN(S(=O)(=O)c3cccs3)CC2)c(=O)n(C)c1=O
  4 | -1.9 | 0% | 1% | -3% | 11% | -3% | -10%
5. COc1cc(-c2nn3c(-c4cccc(C)c4)nnc3s2)cc(OC)c1OC
  nt | -2.1 | -4% | 2% | 8% | -2% | 8% | -4%
6. COCCn1nnnc1C(c1cccc(C(F)(F)F)c1)N1CCOCC1 (stereo not given)
  2 | 0.4 | 3% | 2% | 3% | 5% | 22% | -2%
7. CCS(=O)(=O)n1nc(-c2ccco2)nc1SC
  ? | 1.1 | 2% | -6% | -7% | -3% | -3% | 9.5µM*
8. Cc1ccc(C2=NN(C(=O)CSc3nc(N)cc(N)n3)C(c3ccco3)C2)cc1 (stereo not given)
  -4 | -1.9 | 5% | 4% | 1% | -3% | 18% | ?
9. Cc1ccc(CSc2nnc(SCC(=O)N/N=C/c3ccc(C(=O)O)cc3)s2)cc1
  -9 | 1.5 | -12% | -5% | 3% | 12% | 18% | ?
10. CC1CC(C)CN(CCCNC(=O)c2nn(C)c3c2CS(=O)(=O)c2ccccc2-3)C1 (stereo not given)
  4 | -1.4 | 1%[57.1 µM] | 11% | 2% | 0% | 0% | -11%
11. O=c1c2ccccc2nc(/C=C/c2ccccc2)n1CCc1ccccc1
  -1 | -2.7 | 3% | 0% | -11% | -12% | -23% | -12%
12. O=C(c1ccc(Br)o1)N1CCN(c2ccccn2)CC1
  nt | -1.5 | -3% | -2% | -11% | -21% | 15% | -8%
13. COc1ccc(C(=O)NNC(=O)c2ccc3ccccc3n2)cc1
  -6 | 1.3 | 3% | 5% | ? | 3% | nt | -6%
14. Nc1cc(N)nc(SCc2ccc(Cl)cc2)n1
  75 | -0.6 | 0% | 9% | -13% | -15% | -1% | -8%
15. CCc1noc(C)c1C(=O)N1CCCC(CCC(=O)NCc2cccc(OC)c2)C1 (stereo not given)
  -2 | 1.4 | -1% | -2% | -10% | -5% | -1% | -15%
16. CCN(CC)S(=O)(=O)c1cccc(NC(=O)CSc2nnc(N)s2)c1
  -4 | -5.0 | -26% | 6% | -9% | -14% | 6% | -24%
17. O=C1CCCCC(=O)[C@H](O)C[C@H](COCc2ccccc2)O1
  -7 | 3.0 | 3% | -9% | -10% | 19% | -21% | -5%
18. COc1ccc(C(=O)Cn2nc(CNc3ccc(Br)cc3)[n+]3c2CCCCC3)cc1
  6 | -2.6 | -24% | -8% | 13% | -13% | 40% | -2%
19. CCN(CC)CCCN1C=C2C(=O)C(C)(OC(=O)CCC(=O)OC)C(=O)C(Br)=C2C=C1c1ccc(OC)cc1 (stereo not given)
  -30 | 3.8 | -6% | -17% | -16% | -22% | ? | ?
20. Cc1ccc(S(=O)(=O)NC(C)(C)CSc2nncn2N)cc1
  -1 | -0.3 | -2% | 4% | 5% | 9% | 7% | -2%

An excerpt from above in order of the EPAC1 antag value, ascending.
| entry | Structure | PI5P4Ka inh | IL-2 act | WRN inhibitor | EPAC1 antag | PLK1 PBD block |
| --- | --- | --- | --- | --- | --- | --- |
| 12 | O=C(c1ccc(Br)o1)N1CCN(c2ccccn2)CC1 | nt | -1.5 | -3% | -21% | -8% |
| 15 | CCc1noc(C)c1C(=O)N1CCCC(CCC(=O)NCc2cccc(OC)c2)C1 (stereo not given) | -2 | 1.4 | -1% | -5% | -15% |
| 20 | Cc1ccc(S(=O)(=O)NC(C)(C)CSc2nncn2N)cc1 | -1 | -0.3 | -2% | 9% | -2% |
| 17 | O=C1CCCCC(=O)[C@H](O)C[C@H](COCc2ccccc2)O1 | -7 | 3.0 | 3% | 19% | -5% |

Exported tab-delimited: 2 of the compounds above
#	SMILES	PI5P4Ka inh	IL-2 act	WRN inhibitor	EPAC1 agonist	Abeta yeast res	EPAC1 antag	FUS suppressor	PLK1 PBD block
14	Nc1cc(N)nc(SCc2ccc(Cl)cc2)n1	75	-0.6	0%	9%	-13%	-15%	-1%	-8%
15	CCc1noc(C)c1C(=O)N1CCCC(CCC(=O)NCc2cccc(OC)c2)C1 (stereo not given)	-2	1.4	-1%	-2%	-10%	-5%	-1%	-15%

Back to the main list with the two entries that preceded the break.
Below each SMILES: PI5P4Ka inh | IL-2 act | WRN inhibitor | EPAC1 agonist | Abeta yeast res | EPAC1 antag | FUS suppressor | PLK1 PBD block
19. CCN(CC)CCCN1C=C2C(=O)C(C)(OC(=O)CCC(=O)OC)C(=O)C(Br)=C2C=C1c1ccc(OC)cc1 (stereo not given)
  -30 | 3.8 | -6% | -17% | -16% | -22% | ? | ?
20. Cc1ccc(S(=O)(=O)NC(C)(C)CSc2nncn2N)cc1
  -1 | -0.3 | -2% | 4% | 5% | 9% | 7% | -2%
21. Cc1c(C#N)c2ccccc2n1CCOc1ccccc1F
  nt | -1.7 | -7% | 9% | 40% | -3% | -16% | 2%
22. Cc1cc(=O)oc2cc(OC(C)C(=O)NCC3CCC(C(=O)O)CC3)c(Cl)cc12 (stereo not given)
  14 | 0.3 | 5% | -28% | -8% | 8% | -18% | 5%
23. OC(Cc1cccnc1)c1ccccc1 (stereo not given)
  -1 | -1.1 | 2% | 0% | -3% | 0% | nt | -6%
24. CC(C)CN(C(=O)COC(=O)c1ccc(-c2ccccc2)cc1)C1CCS(=O)(=O)C1 (stereo not given)
  -2 | 4.0 | 3% | -7% | 19% | 3% | 6% | -6%
25. CCOc1c(Cl)cc(CNc2ccc(N3CCCC3)cc2)cc1OC
  -17 | -0.4 | -10% | -12% | -32%[inhibitor] | -8% | 17% | ?
26. CCOc1cc(C(=O)Nc2ccc(S(=O)(=O)NC3=NCCCCC3)cc2)cc(OCC)c1OCC
  1 | 0.1 | 1% | -8% | -12% | -13% | 4% | -10%
27. O=C(OCc1ccc(Cl)c(Cl)c1)c1ccccn1
  nt | 1.5 | -7% | 6% | 12% | -2% | 13% | 1%
28. CCn1cc(CNC(=O)CC2C(=O)NCCN2CC(c2ccccc2)c2ccccc2)cn1 (stereo not given)
  -5 | -0.1 | -2% | 8% | -4% | -15% | 13% | -16%
29. CCN(CC)C(=O)c1[nH]cnc1C(=O)N[C@@H](Cc1ccccc1)C(=O)OC(C)(C)C
  16 | -3.9 | 1% | 2% | -19% | -16% | 17% | ?

Exported with bars between the fields: part of the list above
cpd | Structure | PI5P4Ka inh | IL-2 act | WRN inhibitor | EPAC1 agonist | Abeta yeast res | EPAC1 antag | FUS suppressor | PLK1 PBD block
24 | CC(C)CN(C(=O)COC(=O)c1ccc(-c2ccccc2)cc1)C1CCS(=O)(=O)C1 (stereo not given) | -2 | 4.0 | 3% | -7% | 19% | 3% | 6% | -6%
25 | CCOc1c(Cl)cc(CNc2ccc(N3CCCC3)cc2)cc1OC | -17 | -0.4 | -10% | -12% | -32%[inhibitor] | -8% | 17% | ?
26 | CCOc1cc(C(=O)Nc2ccc(S(=O)(=O)NC3=NCCCCC3)cc2)cc(OCC)c1OCC | 1 | 0.1 | 1% | -8% | -12% | -13% | 4% | -10%

Compounds as they come; about 4.1% have a hit in one of these screens.
